From PubChem BioAssay
Pf gametocyte: kills late stage P. falciparum gametocytes. actives 0.065% (n = 150,000). P. falciparum stage V gametocytes, ATP luminescence, 24 h. inhibition, % at 10.9 µM;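 active = inhibition above the mean plus 3 SD of compounds within the control limits, set per campaign, cut at about 38% in these data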;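 note: 0% = DMSO wells and 100% = medium only without gametocytes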
Rac1 wt GTP bind: human Rac1 wildtype GTP binding, inhibitors and activators. actives 0.27% (n = 190,000). P63000. AID 757. GST-Rac1 beads, fluorescent GTP binding, flow cytometry; actives lie on both sides; 0 = cold GTP competed, 100 = untreated. GTP binding activity (% of control), % at 10 µM;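 active = GTP binding activity at least 20 points away from the 100% control level, either lower or higher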
Mcl-1 Bim block: inhibitors of Bim-Mcl-1 interaction, human; Q07820; Bead-based flow cytometry, Bim peptide-Mcl-1 binding; inhibition, % at 10 µM; actives 0.1% (n = 190,000); AID 1009; in the data active = inhibition above about 40%;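 note: 0% = no compound tracer wells and 100% = peptide blocker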
Target sequence (Q07820 whole entry, looked up): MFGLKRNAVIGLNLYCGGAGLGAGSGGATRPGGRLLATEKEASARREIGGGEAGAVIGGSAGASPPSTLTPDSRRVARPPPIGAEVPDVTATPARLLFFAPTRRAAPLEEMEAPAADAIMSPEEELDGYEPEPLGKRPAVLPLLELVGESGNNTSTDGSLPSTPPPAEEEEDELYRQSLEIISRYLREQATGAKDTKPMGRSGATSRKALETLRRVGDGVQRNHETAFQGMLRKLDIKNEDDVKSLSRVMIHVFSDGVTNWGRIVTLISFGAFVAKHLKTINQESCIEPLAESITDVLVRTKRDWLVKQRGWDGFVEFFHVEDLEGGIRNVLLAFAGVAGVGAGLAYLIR
Cdc42 wt GTP: modulators (inhibitors or activators) of GTP binding to human Cdc42 wildtype; P60953; GST-Cdc42 beads, Bodipy-GTP binding, flow cytometry; actives lie on both sides; percent activity (GTP binding), % at 10 µM; actives 0.2% (n = 190,000);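 active = percent activity GTP binding at least 20 points away from the 100% baseline, either down as inhibitor or up as activator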;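 note: median bead fluorescence of bound Bodipy-FL-GTP at 100 nM; 0% = excess unlabeled GTP control and 100% = no compound control; below 100% means less GTP binding so inhibitor and above means activator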
Target sequence (P60953 whole entry, looked up): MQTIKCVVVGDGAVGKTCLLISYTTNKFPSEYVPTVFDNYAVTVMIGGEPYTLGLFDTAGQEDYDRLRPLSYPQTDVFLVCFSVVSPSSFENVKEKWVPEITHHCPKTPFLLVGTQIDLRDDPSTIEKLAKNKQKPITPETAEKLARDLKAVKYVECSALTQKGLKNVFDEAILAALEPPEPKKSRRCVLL
RGS8-Gao: human RGS8-Galphao interaction regulation | multiplexed bead flow cytometry, RGS8-Galphao binding; actives lie on both sides | response (percent of control binding), % at 10 µM | actives 0.34% (n = 220,000) | AID 1423; in the data active = response below about 60% or above about 140%; inactive = in between;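 note: Galphao activated as the GDP aluminium fluoride complex binding bead-coupled RGS8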
Rac1 act GTP bind: human Rac1 activated mutant GTP binding change | P63000 | GST-Rac1 activated beads, fluorescent GTP binding, flow cytometry; actives lie on both sides; 100% means binding = to untreated wells | percent activity (GTP binding), % at 10 µM | actives 0.11% (n = 190,000);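 active = GTP binding at least 20 percentage points away from the 100% baseline, in either direction, so actives lie on both sides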
Mcl1-Bid inh: disrupts binding of human Mcl-1 to Bid peptide. AID 1021. inhibition, % at 21.7 µM. TR-FRET Mcl-1/Bid-Dy647 peptide binding, 1536-well. Q07820. actives 0.97% (n = 220,000);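 active = compounds that cut the binding signal by more than half at the single screening dose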;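 note: His-tagged Mcl-1 with europium anti-His antibody binding Bid BH3 peptide; 0% = Mcl-1 plus peptide wells and 100% = peptide-only wells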
HRas wt GTP: modulators of GTP binding to human HRas wildtype | P01112 | GST-Ras wt beads, Bodipy-FL-GTP binding, flow cytometry; actives lie on both sides | GTP binding activity, % at 10 µM | actives 0.14% (n = 190,000) | AID 759;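 active = GTP binding activity at least 20% away from the 100% baseline, either lowered as inhibitor or raised as activator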;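 note: 0% = unlabeled GTP competition control and 100% = no-compound control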
Target sequence (P01112 whole entry, looked up): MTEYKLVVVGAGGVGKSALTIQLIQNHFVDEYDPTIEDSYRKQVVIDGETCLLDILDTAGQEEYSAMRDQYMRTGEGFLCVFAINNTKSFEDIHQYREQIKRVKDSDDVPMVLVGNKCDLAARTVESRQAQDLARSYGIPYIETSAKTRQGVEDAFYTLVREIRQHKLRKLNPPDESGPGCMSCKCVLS
Rab7 wt GTP bind: modulators of GTP binding to dog Rab7 wildtype GTPase; GST-Rab7 beads, fluorescent GTP binding, flow cytometry; actives lie on both sides; untreated = 100%, excess cold GTP = 0%; GTP binding activity (percent of control), % at 10 µM; actives 0.055% (n = 190,000);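 active = fluorescent GTP binding to Rab7 beads changed by at least 20 points from the 100% baseline, either direction, mostly lower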;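 note: median green fluorescence of bound Bodipy-FL-GTP per Rab7 bead population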
Mcl1-Noxa inh: disrupts binding of human Mcl-1 to Noxa peptide. Q07820. TR-FRET Mcl-1/Noxa peptide binding, 2 h. inhibition, % at 21.7 µM. actives 1.5% (n = 220,000). AID 1022;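 active = compounds that cut the protein-peptide binding signal by more than 50% relative to plate controls in a single-dose test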;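 note: His-tagged Mcl-1 with rhodamine Noxa BH3 peptide and terbium anti-His antibody; 0% = Mcl-1 plus Noxa peptide wells and 100% = peptide-only wells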
Rab2A wt mod: changes GTP binding to wildtype dog Rab2A, up or down; AID 760; actives 0.19% (n = 190,000); GTP binding activity, % at 10 µM; P61105; GST-Rab2 wt beads, Bodipy-GTP binding, flow cytometry;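 active = GTP binding activity at least 20 points away from 100%, either lowered or raised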;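 note: 0% = beads with excess unlabeled GTP and 100% = no-compound control corrected for plate trend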
Numbers without * were called inactive.

For O=[N+]([O-])c1cccc(/C=N\N=C2c3ccccc3-c3ccccc32)c1O the results were Pf gametocyte -5.3, Rac1 wt GTP bind 96.0, Mcl-1 Bim block 21.0, Cdc42 wt GTP 91.0, RGS8-Gao 103.1, Rac1 act GTP bind 88.0, Mcl1-Bid inh -30.0, HRas wt GTP 92.0, Rab7 wt GTP bind 94.0, Mcl1-Noxa inh 10.7 and Rab2A wt mod 88.0.
Screening CCN(CC)C(=O)c1sc(NC(=O)c2ccc(C)c([N+](=O)[O-])c2)c(C#N)c1C returned Pf gametocyte 8.0, Rac1 wt GTP bind 92.0, Mcl-1 Bim block 0.0, Cdc42 wt GTP 94.0, RGS8-Gao 102.5, Rac1 act GTP bind 92.0, Mcl1-Bid inh -12.7, HRas wt GTP 96.0, Rab7 wt GTP bind 96.0, Mcl1-Noxa inh 15.4 and Rab2A wt mod 94.0.
For Cc1ccc(-c2cc(C(=O)N3CCN(C(=O)c4ccco4)CC3)no2)cc1 the results were Rac1 wt GTP bind 101.0, Mcl-1 Bim block -1.0, Cdc42 wt GTP 102.0, RGS8-Gao 99.8, Rac1 act GTP bind 99.0, Mcl1-Bid inh -11.8, HRas wt GTP 101.0, Rab7 wt GTP bind 99.0, Mcl1-Noxa inh 17.1 and Rab2A wt mod 101.0.
For CCOC(=O)C1=C(C)Nc2ncnn2C1c1cccs1 (stereo not given) the results were Rac1 wt GTP bind 110.0, Mcl-1 Bim block -4.0, Cdc42 wt GTP 108.0, RGS8-Gao 102.8, Rac1 act GTP bind 106.0, Mcl1-Bid inh -0.1, HRas wt GTP 107.0, Rab7 wt GTP bind 103.0, Mcl1-Noxa inh 13.6 and Rab2A wt mod 105.0.
`O=C1c2cccnc2C(Nc2cccc(F)c2)N1Cc1ccco1` (stereo not given) gave Pf gametocyte -10.2, Rac1 wt GTP bind 101.0, Mcl-1 Bim block 0.0, Cdc42 wt GTP 99.0, RGS8-Gao 100.2, Rac1 act GTP bind 98.0, Mcl1-Bid inh -24.0, HRas wt GTP 99.0, Rab7 wt GTP bind 99.0, Mcl1-Noxa inh 3.3 and Rab2A wt mod 97.0.
Screening Cc1ccc(NC(=O)COC(=O)C2CC2)c(Br)c1 returned Rac1 wt GTP bind 105.0, Mcl-1 Bim block -3.0, Cdc42 wt GTP 100.0, RGS8-Gao 108.6, Rac1 act GTP bind 97.0, Mcl1-Bid inh -13.3, HRas wt GTP 99.0, Rab7 wt GTP bind 99.0, Mcl1-Noxa inh -12.8 and Rab2A wt mod 99.0.
Screening Cc1nc(N2CCC(C)CC2)c2c(C)c(C(=O)Nc3cccc(C(F)(F)F)c3)sc2n1 returned Pf gametocyte 21.6, Rac1 wt GTP bind 101.0, Mcl-1 Bim block -1.0, Cdc42 wt GTP 104.0, RGS8-Gao 96.1, Rac1 act GTP bind 101.0, Mcl1-Bid inh 3.8, HRas wt GTP 99.0, Rab7 wt GTP bind 93.0, Mcl1-Noxa inh 10.3 and Rab2A wt mod 97.0.
`CC(C)(C)c1ccc(Oc2cccc(C3CC(=O)C(C4NCCc5ccccc54)C(=O)C3n3cncn3)c2)cc1` (stereo not given) gave Pf gametocyte -5.1, Rac1 wt GTP bind 102.0, Mcl-1 Bim block 4.0, Cdc42 wt GTP 99.0, RGS8-Gao 100.2, Rac1 act GTP bind 97.0, Mcl1-Bid inh -75.4, HRas wt GTP 95.0, Rab7 wt GTP bind 97.0, Mcl1-Noxa inh 1.4 and Rab2A wt mod 96.0.
Screening CC(NC(=O)COC(=O)c1cn(-c2ccccc2)nc1-c1cccs1)c1ccccc1 (stereo not given) returned Pf gametocyte -19.0, Rac1 wt GTP bind 95.0, Mcl-1 Bim block 2.0, Cdc42 wt GTP 97.0, RGS8-Gao 100.8, Rac1 act GTP bind 91.0, Mcl1-Bid inh -28.2, HRas wt GTP 96.0, Rab7 wt GTP bind 98.0, Mcl1-Noxa inh -58.9 and Rab2A wt mod 96.0.
For Cc1ccc(C2C3CSCC=C3C(C#N)=C(N)C2(C#N)C#N)cc1 (stereo not given) the results were Rac1 wt GTP bind 93.0, Mcl-1 Bim block 1.0, Cdc42 wt GTP 92.0, RGS8-Gao 93.9, Rac1 act GTP bind 94.0, Mcl1-Bid inh -25.9, HRas wt GTP 93.0, Rab7 wt GTP bind 96.0, Mcl1-Noxa inh 2.4 and Rab2A wt mod 94.0.
Screening O=C(COC(=O)c1cncc(Br)c1)NC1CCCC1 returned Pf gametocyte -2.8, Rac1 wt GTP bind 95.0, Mcl-1 Bim block -7.0, Cdc42 wt GTP 95.0, RGS8-Gao 113.6, Rac1 act GTP bind 93.0, Mcl1-Bid inh 4.6, HRas wt GTP 93.0, Rab7 wt GTP bind 96.0, Mcl1-Noxa inh 9.3 and Rab2A wt mod 95.0.
O=C(COC(=O)COc1ccc(Cl)cc1Br)NCc1cccs1 was read as Pf gametocyte 7.3, Rac1 wt GTP bind 99.0, Mcl-1 Bim block 2.0, Cdc42 wt GTP 99.0, RGS8-Gao 102.7, Rac1 act GTP bind 95.0, Mcl1-Bid inh 7.6, HRas wt GTP 98.0, Rab7 wt GTP bind 97.0, Mcl1-Noxa inh 5.0 and Rab2A wt mod 96.0.
Screening CCOc1ccc(C2CC(c3cccc(OC)c3OC)n3nnnc3N2)cc1Cl (stereo not given) returned Rac1 wt GTP bind 101.0, Mcl-1 Bim block 3.0, Cdc42 wt GTP 98.0, RGS8-Gao 100.4, Rac1 act GTP bind 99.0, Mcl1-Bid inh -6.5, HRas wt GTP 99.0, Rab7 wt GTP bind 96.0, Mcl1-Noxa inh -1.2 and Rab2A wt mod 97.0.
Screening CC(C)CC(=O)NC(=S)Nc1ccccc1C(F)(F)F returned Rac1 wt GTP bind 104.0, Mcl-1 Bim block -4.0, Cdc42 wt GTP 100.0, RGS8-Gao 103.3, Rac1 act GTP bind 99.0, Mcl1-Bid inh 1.7, HRas wt GTP 97.0, Rab7 wt GTP bind 100.0, Mcl1-Noxa inh 11.7 and Rab2A wt mod 98.0.
Screening Cc1cc(NC(=O)CCC(=O)N(Cc2cccs2)C(C(=O)NC2CCCC2)c2ccncc2)no1 (stereo not given) returned Rac1 wt GTP bind 94.0, Mcl-1 Bim block -2.0, Cdc42 wt GTP 96.0, RGS8-Gao 101.7, Rac1 act GTP bind 94.0, Mcl1-Bid inh 16.6, HRas wt GTP 96.0, Rab7 wt GTP bind 96.0, Mcl1-Noxa inh 22.2 and Rab2A wt mod 96.0.
For Cn1nc(C(F)(F)F)c(/C=N/OC(=O)c2ccc(Cl)cc2)c1Cl the results were Pf gametocyte -3.4, Rac1 wt GTP bind 105.0, Mcl-1 Bim block -7.0, Cdc42 wt GTP 101.0, RGS8-Gao 100.2, Rac1 act GTP bind 98.0, Mcl1-Bid inh -7.1, HRas wt GTP 99.0, Rab7 wt GTP bind 100.0, Mcl1-Noxa inh 3.6 and Rab2A wt mod 97.0.
CCn1c(SCC(=O)N2c3ccccc3Sc3ccccc32)nnc1-c1ccco1 was read as Rac1 wt GTP bind 104.0, Mcl-1 Bim block 0.0, Cdc42 wt GTP 100.0, RGS8-Gao 98.2, Rac1 act GTP bind 101.0, Mcl1-Bid inh -35.9, HRas wt GTP 100.0, Rab7 wt GTP bind 99.0, Mcl1-Noxa inh -5.8 and Rab2A wt mod 99.0.
`COc1ccccc1C(=O)Nc1ccc2c(c1)OCCO2` gave Pf gametocyte -10.1, Rac1 wt GTP bind 102.0, Mcl-1 Bim block -2.0, Cdc42 wt GTP 100.0, RGS8-Gao 100.9, Rac1 act GTP bind 101.0, Mcl1-Bid inh 0.9, HRas wt GTP 100.0, Rab7 wt GTP bind 98.0, Mcl1-Noxa inh -3.4 and Rab2A wt mod 101.0.
COc1ccc(-c2csc3ncnc(Oc4ccc5c(C)cc(=O)oc5c4)c23)cc1 was read as Pf gametocyte -11.5, Rac1 wt GTP bind 103.0, Mcl-1 Bim block -5.0, Cdc42 wt GTP 101.0, RGS8-Gao 101.2, Rac1 act GTP bind 97.0, Mcl1-Bid inh 63.3*, HRas wt GTP 100.0, Rab7 wt GTP bind 100.0, Mcl1-Noxa inh -9.2 and Rab2A wt mod 99.0.
O=C(NC1CCCCCCC1)C1c2ccccc2C(=O)N1Cc1ccco1 (stereo not given) was read as Rac1 wt GTP bind 91.0, Mcl-1 Bim block 0.0, Cdc42 wt GTP 94.0, RGS8-Gao 101.2, Rac1 act GTP bind 92.0, Mcl1-Bid inh -15.7, HRas wt GTP 92.0, Rab7 wt GTP bind 91.0, Mcl1-Noxa inh 6.7 and Rab2A wt mod 90.0.
For O=C1N=C(N2CCc3ccccc3C2)S/C1=C\c1cccc(O)c1 the results were Pf gametocyte -14.7, Rac1 wt GTP bind 98.0, Mcl-1 Bim block -16.0, Cdc42 wt GTP 102.0, RGS8-Gao 98.1, Rac1 act GTP bind 95.0, Mcl1-Bid inh -69.4, HRas wt GTP 95.0, Rab7 wt GTP bind 95.0, Mcl1-Noxa inh 33.8 and Rab2A wt mod 94.0.
Screening COc1ccc(CN(C(=O)CSc2nnc(-c3ccc(OC)c(OC)c3)o2)c2ccc(F)cc2)cc1 returned Rac1 wt GTP bind 111.0, Mcl-1 Bim block -1.0, Cdc42 wt GTP 109.0, RGS8-Gao 102.8, Rac1 act GTP bind 100.0, Mcl1-Bid inh 4.8, HRas wt GTP 107.0, Rab7 wt GTP bind 100.0, Mcl1-Noxa inh 13.8 and Rab2A wt mod 106.0.
Screening Cc1oc(-c2ccccc2Cl)nc1CSCC(=O)N1CCCC1 returned Pf gametocyte 3.0, Rac1 wt GTP bind 92.0, Mcl-1 Bim block 0.0, Cdc42 wt GTP 95.0, RGS8-Gao 99.7, Rac1 act GTP bind 92.0, Mcl1-Bid inh -40.4, HRas wt GTP 93.0, Rab7 wt GTP bind 93.0 and Rab2A wt mod 92.0.
CCOC(=O)C(C(=O)OCC)C(C#N)c1ccccc1 (stereo not given) was read as Pf gametocyte -16.1, Rac1 wt GTP bind 107.0, Mcl-1 Bim block -1.0, Cdc42 wt GTP 105.0, RGS8-Gao 100.0, Rac1 act GTP bind 101.0, Mcl1-Bid inh -4.5, HRas wt GTP 101.0, Rab7 wt GTP bind 102.0, Mcl1-Noxa inh -0.2 and Rab2A wt mod 103.0.
`CN1CCc2c(c3ccccc3n2C)C1` gave Pf gametocyte -19.4, Rac1 wt GTP bind 105.0, Mcl-1 Bim block -2.0, Cdc42 wt GTP 108.0, RGS8-Gao 99.3, Rac1 act GTP bind 104.0, Mcl1-Bid inh -20.4, HRas wt GTP 106.0, Rab7 wt GTP bind 106.0, Mcl1-Noxa inh 8.9 and Rab2A wt mod 107.0.
